Screening results from PubChem BioAssay.
Dynein cargo inh – dynein cargo transport inhibition | 3617.4 mouse cells, GR-EGFP nuclear translocation imaging; test concentration mostly 20 µM; stimulated with dexamethasone, 1 µM; hits give low values | z-score, hits read low | hit rate 0.47% among 220,000 | AID 1381;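 active = plate z-score of nuclear minus cytoplasmic receptor signal below a set negative limit, without overly bright fluorescence or cell loss, cut at about -3.5 in these data, passing the limit was not always enough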;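 also: z-score of nuclear minus cytoplasmic ring GR-EGFP intensity difference per well; some compounds called inactive have numbers as strong as hits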
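Buffer or medium: tetracycline-free induction medium containing charcoal-stripped FBS / Reagent: dexamethasone agonist, 1.0 µM final, for 30 min / Technique: automated 10x imaging of fixed Hoechst-stained cells / Times: induction 48 h, compound 1 h, agonist 30 min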
MT stabilizer – microtubule stabilization, imaging screen; % tubulin-high responders, % at 10 µM; hit rate 0.83% among 200,000; HeLa tubulin immunostaining HCS, 24 h; share of cells brighter than vehicle mean+2SD;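 active = plate Z-score above 3 for both tubulin-high and condensed-nucleus cell shares, with cell loss under 80%, at 10 µM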;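 also: anti alpha tubulin signal scored within the nucleus-defined area of each cell; some results filed as inactive read as strong as hits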
b-catenin transl – alters nuclear translocation of beta-catenin in HeLa cells. immunofluorescence imaging. nuclear translocation activity, % at 5 µM. hit rate 0.3% among 190,000. AID 1665;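 active = nuclear translocation activity above 50% at 5 µM, with a well cell count of 50 or more; inconclusive = wells under 50 cells across six images, flagged as toxic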;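 also: per-cell ratio of nuclear to cytoplasmic median beta-catenin stain intensity; plate controls were DMSO negative control for no effect and GSK-3 inhibitor IX positive control for full effect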
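Test system: human HeLa cells, native beta-catenin. Compound dosing: 5 µM primary single dose, 0.1% DMSO, 0.02–20 µM confirmation series. Incubation: compound exposure 24 h at 37°C. Detection: beta-catenin immunostaining with DAPI counterstain, 20x imaging, 6 fields/well. Read-out basis: Nuclear/cytoplasmic beta-catenin signal ratio, % activation.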
T cell modulator – modulates CD8 T cell binding to vesicles | 2C CD8+ T cell-vesicle binding, flow cytometry; hits give low values | calls only at 7 µM | hit rate 0.068% among 330,000;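 active = response, share of CD8 T cells binding vesicles, and their 90th percentile fluorescence all below set limits, cut at about 80% in these data, passing the limit was not always enough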
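incubation = binding step 1.5 h, 37 °C, antibody labelling 20 min, ice | test system = 2C mouse CD8+ T cells | read-out basis = percent CD8+ FL2 mean versus row control | controls = Peptide-free naked vesicles (low) and QL9 vesicles with 0.7% DMSO vehicle (high) | detection = flow cytometry of vesicle-bound cells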
Insulin prom up – MIN6 insulin promoter up-regulation; MIN6 insulin promoter-GFP reporter, high-content imaging; hits give high values; z-score at 5 µM; hit rate 0.3% among 190,000;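 active = z-score above 3 at 5 µM with at least 500 cells counted in the well; inconclusive = wells under 500 cells, flagged as cytotoxic or low count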
human PMI inhibition – inhibitors of human PMI, primary screen, biochemical, fluorescence intensity, coupled assay (AID 1209); purified PMI enzyme, coupled fluorescence intensity; higher % means a stronger effect; one-dose inhibition, % at 20 µM; IC50 in µM for titrated hits; hit rate 0.42% among 190,000; in the data active = inhibition above about 50%;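 also: plate controls were DMSO vehicle for no effect and wells lacking substrate for full effect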
TNAP activators – human TNAP enzyme activators, primary screen, biochemical, luminescent, no phosphate acceptor, uHTS (AID 1001) | purified TNAP, luminescent activation assay, no phosphate acceptor; higher activation fold means a stronger effect | activation fold at 20 µM; hits with a dose series show EC50 in µM | hit rate 0.03% among 200,000; in the data active = activation fold from about 3, or a potency from the dose series; inactive = the rest, 99 in 100 with activation fold below about 1.6; also: many of its hits are not listed in these tables
Myeloid diff MLP – promotes myeloid progenitor differentiation | ER-HoxA9 myeloid progenitors, lysozyme-GFP differentiation, flow cytometry | calls only at 10 µM | hit rate 1% among 360,000 | AID 624256;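 active = normalized GFP-positive differentiation at or above the plate's own cutoff, the solvent-only control mean plus 3 SD; inconclusive = no clear call, values can overlap the other calls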;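 also: cells exposed to compound for four days before flow analysis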
Hep lipid drop – modulators of hepatic lipid droplet formation; hit rate 0.4% among 240,000; inhibition, % at 6.5 µM; AID 1656; AML12 mouse hepatocytes, oleate lipid droplets, BODIPY imaging;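 active = lipid droplet intensity inhibited by at least 50%, with more than 500 cells counted; inconclusive = wells with under 300 cells, treated as cytotoxic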
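Material – mouse AML12 hepatocyte cell line, fixed after treatment · Compound dosing – one dose, 6.5 µM compound · Times – compound with oleate, overnight · Measured by – Image-based BODIPY and DAPI two-channel analysis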
Dynein cargo inh cytoplasmic EGFP – second read-out of Dynein cargo inh, no call of its own (marks repeat the call); z-score; measured here: cytoplasmic GR-EGFP intensity; hits give high values
Dynein cargo inh nuclear GR-EGFP – also measured in Dynein cargo inh; calls as there; z-score; measured here: nuclear GR-EGFP intensity;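 lower value marks the stronger effect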
Dynein cargo inh cell count – second read-out of Dynein cargo inh, no call of its own (marks repeat the call); z-score; measured here: cell count per field
Insulin prom up cell count – further read-out of Insulin prom up, marked with its call; cell count; measured here: cytotoxicity, nuclei count;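 total cells summed across four imaged fields per well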
Hep lipid drop cells 6.5 µM – also measured in Hep lipid drop; calls as there; cell count; measured here: cell count, cytotoxicity flag;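 cells counted across two imaged fields per well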
b-catenin transl cell count 5 µM – recorded beside b-catenin transl, whose call it bears; cell count; measured here: cell count, cytotoxicity flag
T cell modulator vesicle-bound % – also measured in T cell modulator; calls as there; double positive events, %; measured here: CD8+ vesicle-bound cell fraction;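 binding gate set so that unloaded-vesicle control wells show 10% double positive cells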
MT stabilizer Hoechst-high % – recorded beside MT stabilizer, whose call it bears; % Hoechst-high responders; measured here: nuclear condensation Hoechst responders;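 share of cells brighter than vehicle mean plus two SD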
MT stabilizer cytotoxicity % – recorded beside MT stabilizer, whose call it bears; toxicity, %; measured here: cytotoxicity by cell density;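 0% = mean cell density of plate MIN control wells and 100% = no cells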
Myeloid diff MLP GFP+ MAC1+ % – second read-out of Myeloid diff MLP, no call of its own (marks repeat the call); GFP+ MAC1+ double positive, %; measured here: differentiation confirmed by MAC1 staining
Numbers without * were called inactive; i = inactive; ? = inconclusive; · = not tested or not shown.

SMILES	Dynein cargo inh	Dynein cargo inh cytoplasmic EGFP	Dynein cargo inh nuclear GR-EGFP	Dynein cargo inh cell count	MT stabilizer	MT stabilizer Hoechst-high %	MT stabilizer cytotoxicity %	b-catenin transl	b-catenin transl cell count 5 µM	T cell modulator	T cell modulator vesicle-bound %	Insulin prom up	Insulin prom up cell count	human PMI inhibition	TNAP activators	Myeloid diff MLP	Myeloid diff MLP GFP+ MAC1+ %	Hep lipid drop	Hep lipid drop cells 6.5 µM
CC1(C)CC(=O)c2cn3ncnc3nc2C1	-0.69	-0.25	-1.1	0.63	2.4	1.5	0.9	0.4	1331	i	44	0.26	1458	11%	1.1	i	10	·	·
CN(C)c1ccc(/C=C(/C(=O)c2ccc(Cl)cc2Cl)n2cncn2)cc1	0.4	0.045	0.38	-0.89	8.7	7.9	58	10	942	i	1	0.33	1384	7%	0.5	i	0.5	-1	736
O=C(N/N=C/c1ccc2c(c1)OCO2)c1ccc(NS(=O)(=O)c2cccs2)cc1	-0.21	-0.33	0.14	0.55	4.3	2.0	8.5	2.3	1067	i	34	-0.3	1288	4%	1.1	i	1.0	2	718
CCCCNS(=O)(=O)c1ccc2nc(SCC(=O)Nc3cccc(F)c3)[nH]c2c1	-0.49	-0.35	-0.68	1.1	2.2	2.3	9.7	0.2	1001	i	47	-0.61	1217	2%	1.2	i	0.3	-10	642
Cc1ccc(S(=O)(=O)c2cc3c(=O)n4ccccc4nc3n(Cc3ccco3)c2=N)cc1C	-0.93	0.18	-0.43	0.045	2.3	1.8	11	·	·	i	17	·	·	-15%	0.9	·	·	·	·
CCOC(=O)Cc1csc(NC(=O)CSc2nnc(-c3ccc(NS(=O)(=O)CC)cc3)o2)n1	-0.12	-0.25	-0.33	0.97	4.8	2.1	5.8	·	·	i	45	·	·	·	·	i	5.3	·	·
Cc1ccc(S(=O)(=O)N2CCCC(CCC(=O)NCc3ccccc3F)C2)s1 (stereo not drawn)	-0.095	-0.079	0.035	0.36	3.5	2.1	8.6	0.2	1068	i	38	-0.33	1415	-11%	1.1	i	0.2	-2	728
CCN1CCC(NC(=O)Nc2ccccc2C(=O)OC)CC1	-0.39	-0.32	0.38	1.1	6.7	2.2	6.0	-2.7	1059	i	58	-0.32	1681	3%	1.1	i	0.2	0	703
CCOc1cc(C(=O)Nc2ccccc2F)cc(Br)c1OCC	0.54	-0.2	0.31	0.49	3.8	2.0	1.5	0.1	480	i	60	0.17	1382	15%	1	i	0.3	-2	611
COc1ccc2cc(/C=N/O)c(Cl)nc2c1	-1.5	-0.17	-0.9	0.9	2.4	2.1	11	-4.5	845	i	12	-0.55	1695	-4%	1.1	i	0.5	-4	693
COc1ccccc1NS(=O)(=O)c1ccc(Cl)c(NC(=O)c2sc3cc(Cl)ccc3c2Cl)c1	-0.7	0.00038	0.34	0.7	4.5	2.6	6.0	-4.6	1177	i	46	-1.2	1489	1%	2	·	·	-3	737
CCN(CC)c1ccc(NS(=O)(=O)c2ccc(OC)cc2)cc1	0.14	-0.052	0.08	-1.4	2.5	2.5	4.3	0.1	1462	i	47	-1	1314	23%	1	i	0.2	10	751
CCCn1c(SCC(=O)Nc2c(C)cccc2CC)nnc1C(C)C	0.62	-0.3	0.29	-0.2	4.8	4.5	12	-2.9	1194	i	59	-1.2	1175	3%	1.1	i	2.4	-4	725
O=C(Nc1cccc(C(F)(F)F)c1)c1ccccc1NC(=O)C1CCCCC1	-0.99	-0.24	-0.31	1.3	1.4	1.7	7.8	-3.8	1123	i	55	0.42	1403	1%	0.9	i	0.2	31	695
O=C1CSC(c2cccnc2)N1c1ccc(Cl)cc1 (stereo not drawn)	-0.47	-0.16	-0.15	0.69	3.6	3.2	4.7	0.6	1070	i	47	-0.33	1383	2%	1.1	?	·	6	683
CC(=O)CN1Cc2ccccc2/C1=N\C(=O)Nc1ccccc1	1	-0.14	0.65	-0.97	1.6	1.1	6.7	-1.4	1151	i	48	1.2	1060	4%	1.1	i	5.1	·	·
Cc1ccc2cccc(N=Cc3c(C)[nH]n(-c4ccccc4)c3=O)c2n1	0.98	0.042	0.76	-0.89	4.5	2.1	5.3	-2.5	1110	i	34	0.16	1282	-5%	2	?	·	-6	710
Cc1ccsc1CN1CC(=O)N(c2c(C)cccc2C)C1=S	-0.65	-0.29	-0.26	0.19	4.9	3.8	5.3	·	·	i	6	-0.15	1265	9%	1.2	i	1.3	-12	760
O=C(NC(=S)N(Cc1ccccc1)Cc1ccccc1)C1CCCCC1	0.83	-0.13	1.2	-0.41	2.9	1.5	3.7	-0.8	1473	i	34	0.79	1256	3%	1	i	0.8	·	·
O=C(Nc1nc2cc3c(cc2s1)OCCO3)c1cccc(N2C(=O)CCC2=O)c1	-0.82	-0.22	-0.17	0.42	4.0	1.9	9.5	-2.5	1197	i	29	0.07	1296	13%	1.1	i	5.0	18	646
COC1=C/C(=C/c2c(N)n3nc(-c4ccc(C)cc4)sc3nc2=O)C=CC1=O	1.5	1.4	1	0.7	1.2	1.4	1.9	0.8	1526	·	·	0.54	1305	-2%	0.7	·	·	20	675
CCc1nnc(NC(=O)CSc2nc3c(c(=O)n2CC)SC(C)C3)s1 (stereo not drawn)	1	-0.22	0.63	-0.12	4.3	2.8	3.8	-1.1	1031	i	26	0.28	1777	6%	1.1	i	4.0	-1	647
O=C1CCCN1CC(O)CS(=O)(=O)c1ccc(Cl)cc1 (stereo not drawn)	-0.76	-0.11	0.28	0.38	3.4	2.1	5.8	1.8	1417	i	24	0.81	1474	6%	1.1	i	0.7	·	·
Cc1cccc(NS(=O)(=O)c2ccc3nc(-c4ccccc4)[nH]c3c2)c1C	-0.78	0.61	-0.71	0.86	3.9	3.4	7.3	·	·	i	35	-0.19	1242	12%	1.1	i	0.3	-24	592
CCOP(=O)(OCC)c1nc(-c2ccc(C)cc2)oc1N1CCOCC1	1.8	-0.024	1.8	-0.098	3.1	1.3	7.5	·	·	i	10	·	·	·	·	i	1.6	·	·

Single records, from the list above. Order of screens: Dynein cargo inh, Dynein cargo inh cytoplasmic EGFP, Dynein cargo inh nuclear GR-EGFP, Dynein cargo inh cell count, MT stabilizer, MT stabilizer Hoechst-high %, MT stabilizer cytotoxicity %, b-catenin transl, b-catenin transl cell count 5 µM, T cell modulator, T cell modulator vesicle-bound %, Insulin prom up, Insulin prom up cell count, human PMI inhibition, TNAP activators, Myeloid diff MLP, Myeloid diff MLP GFP+ MAC1+ %, Hep lipid drop, Hep lipid drop cells 6.5 µM
COc1ccc2cc(/C=N/O)c(Cl)nc2c1 is listed with -1.5, -0.17, -0.9, 0.9, 2.4, 2.1, 11, -4.5, 845, i, 12, -0.55, 1695, -4%, 1.1, i, 0.5, -4, 693
CCCCNS(=O)(=O)c1ccc2nc(SCC(=O)Nc3cccc(F)c3)[nH]c2c1 is listed with -0.49, -0.35, -0.68, 1.1, 2.2, 2.3, 9.7, 0.2, 1001, i, 47, -0.61, 1217, 2%, 1.2, i, 0.3, -10, 642

Additional entries
SMILES	Dynein cargo inh	Dynein cargo inh cytoplasmic EGFP	Dynein cargo inh nuclear GR-EGFP	Dynein cargo inh cell count	MT stabilizer	MT stabilizer Hoechst-high %	MT stabilizer cytotoxicity %	b-catenin transl	b-catenin transl cell count 5 µM	T cell modulator	T cell modulator vesicle-bound %	Insulin prom up	Insulin prom up cell count	human PMI inhibition	TNAP activators	Myeloid diff MLP	Myeloid diff MLP GFP+ MAC1+ %	Hep lipid drop	Hep lipid drop cells 6.5 µM
Oc1cnn(-c2ccccc2)c1	0.42	-0.22	0.38	-0.11	6.7	1.9	6.4	-1.0	1048	i	7	-0.29	1856	6%	1.2	i	2.1	13	670
CCn1c(C)c(C(C)=O)cc(C#N)c1=O	0.51	-0.026	0.16	-1.2	5.4	2.6	9.9	-1.1	1500	i	56	0.84	1353	6%	1	i	0.0	6	581
CCOc1ccc2nc(COC(=O)c3ccco3)c(C(C)=O)[n+]([O-])c2c1	0.012	-0.35	-0.14	1	2.9	2.0	5.6	-0.2	814	i	61	-1.4	1340	-4%	1.1	i	0.4	·	·
COc1cccc(C2c3c(-c4cc(Cl)c(C)cc4O)n[nH]c3C(=O)N2Cc2cccnc2)c1 (stereo not drawn)	-0.59	-0.26	-0.2	0.77	1.6	1.0	8.9	·	·	i	11	-1.2	948	0%	1.6	i	0.9	13	818
S=C1NC2=C(CCCC2=C2SCCS2)C(c2ccccc2)N1 (stereo not drawn)	-1.8	-0.12	-0.31	1.8	4.2	3.9	2.5	1.8	1100	i	62	-0.89	1129	-8%	1.1	i	0.2	-25	638
O=C(N/N=C/c1ccccc1OC(F)F)C1=COCCO1	-0.56	-0.17	-0.27	0.42	2.7	2.7	1.2	0.7	1024	i	4	0.19	1100	1%	1.1	i	0.3	5	674
O=C(O)CNC(=S)N(Cc1cccs1)C1CCCCC1	-0.21	-0.22	-0.34	0.45	4.2	3.2	11	0.8	1106	i	26	0.59	1551	13%	1.1	i	0.8	-8	703
O=c1cc(CN2CCN(c3ccccn3)CC2)nc2sccn12	-1.1	-0.3	-0.63	0.04	7.0	2.0	6.7	-0.2	1518	i	48	-0.37	1419	13%	1	i	0.2	-9	578
